Screening data from PubChem.
FID counter = compounds displacing fluorescent DNA intercalator, primary screen, artefact control for HCV NS3 helicase inhibitor project, biochemical, FID fluorescence; AID 1845, 2009; DNA fluorescent intercalator displacement; 0.17% of 290,000 active; inhibition, % at 7.9 µM; in the data active = inhibition above about 37%;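 note: 0% = vehicle and 100% = reference compound; higher means more ethidium bromide displaced from hairpin DNA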
IMP-1 inh = IMP-1 metallo-beta-lactamase inhibitors, primary screen, biochemical, epi-absorbance readout, Pseudomonas aeruginosa enzyme; metallo-beta-lactamase IMP-1 (Pseudomonas aeruginosa); purified IMP-1, nitrocefin hydrolysis, epi-absorbance fluorescence; 0.45% of 290,000 active; inhibition, % at 5.6 µM;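 active = inhibition above the mean plus 3 SD of all compounds in the same screening run, cut at about 4.5% in these data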;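 note: 0% = IMP-1 with DMSO and 100% = DMSO wells lacking enzyme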
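System: purified IMP-1 / Input: IMP-1 dispensed at 0.2 nM / Medium: 50 mM HEPES pH 7.1, 50 µM ZnSO4, 0.05% Brij 35 / Timing: 15 min enzyme–compound preincubation, then 25 min nitrocefin reaction, 25 °C / Technique: plate fluorescence quenching by hydrolysis product, ex 480/em 530 nm / Repeats: singlicate testing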
HCV NS3 hel inh = inhibitors of HCV NS3 helicase, primary screen, biochemical, Cy5 molecular beacon fluorescence | 0.56% of 290,000 active | AID 1800, 2009 | NS3 helicase DNA unwinding | inhibition, % at 10.9 µM;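 active = inhibition above the mean of all tested compounds plus 3 SD, set per campaign, cut at about 35% in these data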;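 note: 0% = DMSO wells and 100% = thioflavine S control wells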
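System: NS3 helicase fragment of HCV / Schedule: 1 h at 25 °C / Control set: DMSO alone as 0% and 110 µM thioflavine S as 100% / Reagent: Cy5/quencher beacon DNA duplex and ATP to start / Technique: Cy5 fluorescence / Replication: singlicate / Evaluation: % inhibition of end-to-start signal ratio versus controls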
p-CIP stab down = p/CIP-EGFP fusion destabilizers, primary screen, fluorescence, F442A cells; Q05BA5; 16 h; decrease of EGFP signal, % at 10 µM; 0.01% of 290,000 active;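 active = EGFP signal decrease of at least 30% at 10 µM or well 3 SD below plate mean, unless failing retest; inactive = the rest, including hits failing retest or dose response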; note: some compounds called inactive have numbers as strong as hits; many of its hits are not listed in these tables
VIM-2 inh = VIM-2 metallo-beta-lactamase inhibitors, primary screen, biochemical, epi-absorbance readout, Pseudomonas aeruginosa enzyme; purified VIM-2, nitrocefin hydrolysis, epi-absorbance fluorescence; inhibition, % at 5.6 µM; 0.89% of 290,000 active; AID 1527, 2009;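 active = inhibition above the mean of all tested compounds plus 3 SD, cutoff set per screening run, cut at about 7.5% in these data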;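 note: red hydrolysis product quenches plate fluorescence so inhibitors raise well fluorescence; 0% = enzyme with DMSO and 100% = DMSO without enzyme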
UBC9 SUMO inh = inhibitors of in vitro SUMOylation cascade, primary screen, biochemical, HTRF, uHTS; SUMO-conjugating enzyme UBC9 (Homo sapiens), P63279; HTRF SUMOylation assay, SAE1/SAE2 + UBC9; inhibition, % at 35 µM; 0.36% of 290,000 active; AID 2006, 2009; in the data active = inhibition above about 50%, passing the limit was not always enough; note: strong numbers were not always called active
PHOSPHO1 inh = PubChem AID 1565; Phosphoethanolamine/phosphocholine phosphatase (Homo sapiens), Q8TCT1; recombinant PHOSPHO1, absorbance phosphatase assay; inhibition, % at 13.3 µM; 1.1% of 290,000 active; in the data active = inhibition above about 60%
IDE act = human IDE activators in live cells, primary screen, fluorescence polarization, HEK cells, FAbeta-B substrate | FAbeta-B cleavage; 0% vehicle, 100% cell-free pure enzyme wells | Insulin-degrading enzyme (Homo sapiens), P14735 | activation, % at 5.96 µM | 0.073% of 340,000 active;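 active = activation above the mean of all tested compounds plus 3 SD, set per screening campaign, cut at about 17% in these data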
Target sequence (P14735 whole entry, looked up): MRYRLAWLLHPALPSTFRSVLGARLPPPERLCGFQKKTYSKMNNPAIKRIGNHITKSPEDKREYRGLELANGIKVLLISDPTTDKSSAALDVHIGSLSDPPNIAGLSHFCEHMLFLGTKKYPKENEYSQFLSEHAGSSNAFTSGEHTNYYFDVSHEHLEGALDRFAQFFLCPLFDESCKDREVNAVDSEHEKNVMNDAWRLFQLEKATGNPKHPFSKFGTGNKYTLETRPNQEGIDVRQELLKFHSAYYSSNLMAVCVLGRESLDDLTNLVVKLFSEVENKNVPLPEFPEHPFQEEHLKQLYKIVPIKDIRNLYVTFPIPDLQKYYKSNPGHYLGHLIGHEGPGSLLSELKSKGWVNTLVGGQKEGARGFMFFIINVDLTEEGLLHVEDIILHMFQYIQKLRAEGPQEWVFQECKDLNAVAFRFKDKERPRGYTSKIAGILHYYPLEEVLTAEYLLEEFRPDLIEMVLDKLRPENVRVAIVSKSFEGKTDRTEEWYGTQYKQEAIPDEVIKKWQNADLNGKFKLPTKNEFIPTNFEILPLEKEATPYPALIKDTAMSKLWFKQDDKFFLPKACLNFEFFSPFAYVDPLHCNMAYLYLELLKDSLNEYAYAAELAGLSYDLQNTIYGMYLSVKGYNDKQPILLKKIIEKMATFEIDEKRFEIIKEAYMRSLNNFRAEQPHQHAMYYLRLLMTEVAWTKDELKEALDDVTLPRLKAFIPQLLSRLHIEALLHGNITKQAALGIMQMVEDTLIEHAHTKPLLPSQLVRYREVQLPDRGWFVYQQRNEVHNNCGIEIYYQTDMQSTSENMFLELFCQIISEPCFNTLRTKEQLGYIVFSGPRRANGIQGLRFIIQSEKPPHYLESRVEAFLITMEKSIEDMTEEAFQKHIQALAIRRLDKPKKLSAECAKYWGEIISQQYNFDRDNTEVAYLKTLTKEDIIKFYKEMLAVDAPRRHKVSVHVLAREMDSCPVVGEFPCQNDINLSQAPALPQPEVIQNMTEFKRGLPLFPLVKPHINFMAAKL
MEKK3 PB1 HTS = modulators of MEKK3-MEK5 PB1 binding, primary screen, biochemical, wildtype MEKK3, multiplex bead flow cytometry, Alexa488-MEK5; Mitogen-activated protein kinase kinase kinase 3 (Homo sapiens), Q99759; bead-based flow cytometry, Alexa488-MEK5 binding to MEKK3; actives lie on both sides; 0 = blocked by unlabeled MEK5, 100 = vehicle; binding response (% of control), % at 10 µM; 1.4% of 290,000 active; AID 1529, 2009;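 active = binding response more than 3 SD above or below the average of its plate-row segment, actives on both sides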;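 note: Alexa488 bead fluorescence after subtracting the streptavidin-only scavenger bead signal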
* marks the source's active call; other numbers are inactive results.

The first three entries (preview)
For Cc1ccc(S(=O)CCNC(=O)Cc2ccc(Cl)cc2)cc1 (stereo not given) the results were FID counter -10, IMP-1 inh -2.6, HCV NS3 hel inh 8, p-CIP stab down 2, VIM-2 inh -2.5, UBC9 SUMO inh -4, PHOSPHO1 inh 48, IDE act 2 and MEKK3 PB1 HTS 98.
Screening N#Cc1sc2nc3c(cc2c1N)CCCC3 returned FID counter 4, IMP-1 inh 17*, HCV NS3 hel inh -7, p-CIP stab down -5, VIM-2 inh -1.0, UBC9 SUMO inh 24, PHOSPHO1 inh 5, IDE act 5 and MEKK3 PB1 HTS 106.
Screening CCC(C)C(=O)Nc1nnc(-c2cccs2)s1 (stereo not given) returned FID counter -9, IMP-1 inh -0.2, HCV NS3 hel inh -15, p-CIP stab down 9, VIM-2 inh -3.6, UBC9 SUMO inh -15, PHOSPHO1 inh 48, IDE act -2 and MEKK3 PB1 HTS 100.

Results (from the top)
For Cc1ccc(S(=O)CCNC(=O)Cc2ccc(Cl)cc2)cc1 (stereo not given) the results were FID counter -10, IMP-1 inh -2.6, HCV NS3 hel inh 8, p-CIP stab down 2, VIM-2 inh -2.5, UBC9 SUMO inh -4, PHOSPHO1 inh 48, IDE act 2 and MEKK3 PB1 HTS 98.
Screening N#Cc1sc2nc3c(cc2c1N)CCCC3 returned FID counter 4, IMP-1 inh 17*, HCV NS3 hel inh -7, p-CIP stab down -5, VIM-2 inh -1.0, UBC9 SUMO inh 24, PHOSPHO1 inh 5, IDE act 5 and MEKK3 PB1 HTS 106.
Screening CCC(C)C(=O)Nc1nnc(-c2cccs2)s1 (stereo not given) returned FID counter -9, IMP-1 inh -0.2, HCV NS3 hel inh -15, p-CIP stab down 9, VIM-2 inh -3.6, UBC9 SUMO inh -15, PHOSPHO1 inh 48, IDE act -2 and MEKK3 PB1 HTS 100.
For CN1/C(=C\C(=O)C[n+]2ccc(C(=O)c3ccccc3)cc2)C(C)(C)c2ccccc21 the results were FID counter 36, IMP-1 inh -1.9, HCV NS3 hel inh -45, p-CIP stab down -10, VIM-2 inh 2.9, UBC9 SUMO inh 6, PHOSPHO1 inh -9, IDE act -5 and MEKK3 PB1 HTS 92.
`CCOc1ccc(C(=O)Nc2ccc(NC(=O)c3ccccc3)cc2)cc1Br` gave FID counter -4, IMP-1 inh -2.5, HCV NS3 hel inh -6, p-CIP stab down 13, VIM-2 inh -4.0, UBC9 SUMO inh 14, PHOSPHO1 inh -8, IDE act 3 and MEKK3 PB1 HTS 100.
CCOc1ccc(N(CC(=O)NCCc2ccc(OC)cc2)S(C)(=O)=O)cc1 was read as FID counter -18, IMP-1 inh -2.7, HCV NS3 hel inh -7, p-CIP stab down -16, VIM-2 inh -1.9, UBC9 SUMO inh -2, PHOSPHO1 inh 52, IDE act 4 and MEKK3 PB1 HTS 105.
Screening COc1ccccc1C(=O)NNC(=O)c1cccc(F)c1 returned FID counter -2, IMP-1 inh -3.5, HCV NS3 hel inh 10, p-CIP stab down -13, VIM-2 inh -3.5, UBC9 SUMO inh -4, PHOSPHO1 inh -2, IDE act 8 and MEKK3 PB1 HTS 110.
For O=S(=O)(CCN1CCOCC1)c1ccc(Oc2ccc(S(=O)(=O)CCN3CCOCC3)cc2)cc1 the results were FID counter -28, IMP-1 inh -1.1, HCV NS3 hel inh 13, p-CIP stab down 0, VIM-2 inh -0.5, UBC9 SUMO inh 2, PHOSPHO1 inh 44, IDE act -4 and MEKK3 PB1 HTS 103.
`CSc1cccc(CN2CCC(Oc3cccc(C(=O)N4CCCC4)c3)CC2)c1` gave FID counter 15, IMP-1 inh -1.1, HCV NS3 hel inh -14, p-CIP stab down 4, VIM-2 inh 0.5, UBC9 SUMO inh -12, PHOSPHO1 inh 31, IDE act 2 and MEKK3 PB1 HTS 102.
CCc1ccc(NC(=O)CCn2cccc2)cc1 was read as FID counter -3, IMP-1 inh -3.5, HCV NS3 hel inh 6, p-CIP stab down 2, VIM-2 inh -3.9, UBC9 SUMO inh 19, PHOSPHO1 inh 5, IDE act -4 and MEKK3 PB1 HTS 104.
`O=C(c1cc([N+](=O)[O-])ccc1Cl)N1CCc2ccccc21` gave FID counter 1, IMP-1 inh -3.4, HCV NS3 hel inh 0, p-CIP stab down 3, VIM-2 inh -4.0, UBC9 SUMO inh -1, PHOSPHO1 inh 40, IDE act 5 and MEKK3 PB1 HTS 103.
For CC(=O)Nc1ccc(NC(=O)COc2cccc3c2OC(C)(C)C3)cc1 the results were FID counter -22, IMP-1 inh -1.0, HCV NS3 hel inh -3, p-CIP stab down 6, VIM-2 inh 0.6, UBC9 SUMO inh 6, PHOSPHO1 inh 9, IDE act 4 and MEKK3 PB1 HTS 102.
`COc1ccc(/C=C2\SC(=O)N(CC(=O)N(C)C3CCS(=O)(=O)C3)C2=O)cc1` (stereo not given) gave FID counter -21, IMP-1 inh 2.0, HCV NS3 hel inh 26, p-CIP stab down -10, VIM-2 inh 0.6, UBC9 SUMO inh 0, PHOSPHO1 inh 31, IDE act 3 and MEKK3 PB1 HTS 91.
`CCC(OC(=O)C1=Cc2ccccc2OC1)C(=O)NCc1ccco1` (stereo not given) gave FID counter -12, IMP-1 inh -2.7, HCV NS3 hel inh -2, p-CIP stab down 0, VIM-2 inh -3.9, UBC9 SUMO inh 10, PHOSPHO1 inh 37, IDE act 5 and MEKK3 PB1 HTS 101.
Screening CCCn1c(SCC(=O)NC(C)(C)C)nnc1C(C)C returned FID counter 0, IMP-1 inh -2.7, HCV NS3 hel inh 0, p-CIP stab down -9, VIM-2 inh 0.2, UBC9 SUMO inh 0, PHOSPHO1 inh 45, IDE act 3 and MEKK3 PB1 HTS 102.
`N#CCCn1ccc(NC(=O)c2ccc(Cl)cc2)n1` gave FID counter 3, IMP-1 inh -2.8, HCV NS3 hel inh 0, p-CIP stab down -5, VIM-2 inh -4.3, UBC9 SUMO inh -3, PHOSPHO1 inh 6, IDE act 2 and MEKK3 PB1 HTS 105.
Cc1cc(C)n(CC(O)CN(c2ccccc2)S(=O)(=O)c2ccccc2)n1 (stereo not given) was read as FID counter -18, IMP-1 inh -3.1, HCV NS3 hel inh -9, p-CIP stab down -14, VIM-2 inh 0.1, UBC9 SUMO inh -5, PHOSPHO1 inh 32, IDE act 5 and MEKK3 PB1 HTS 84.
Screening Cc1sc2nc(SCC(=O)N3CCCC3)[nH]c(=O)c2c1C returned FID counter -9, IMP-1 inh -2.5, HCV NS3 hel inh -5, p-CIP stab down -4, VIM-2 inh 4.7, UBC9 SUMO inh 3, PHOSPHO1 inh -6, IDE act 0 and MEKK3 PB1 HTS 111.
Screening CCc1nn2cc(C(=O)c3ccccc3O)cnc2c1-c1ccc(F)cc1 returned FID counter -4, IMP-1 inh -3.9, HCV NS3 hel inh 1, p-CIP stab down -2, VIM-2 inh 0.1, UBC9 SUMO inh -28, PHOSPHO1 inh -5, IDE act 5 and MEKK3 PB1 HTS 114.
Screening Cc1nc(CNS(=O)(=O)c2ccc(Br)cc2)cs1 returned FID counter -2, IMP-1 inh -1.1, HCV NS3 hel inh 9, p-CIP stab down -5, VIM-2 inh -2.4, UBC9 SUMO inh 7, PHOSPHO1 inh 37, IDE act 1 and MEKK3 PB1 HTS 104.
For CC(=O)c1ccc(NC(=O)c2sc3nc(C)c(C)c(C)c3c2N)cc1 the results were FID counter -1, IMP-1 inh -0.2, HCV NS3 hel inh 5, p-CIP stab down -10, VIM-2 inh 0.3, UBC9 SUMO inh -2, PHOSPHO1 inh 4, IDE act 5 and MEKK3 PB1 HTS 105.
Screening CN(C)c1ccc(/C=N/NC(=O)c2ccc3c(c2)OCCO3)cc1 returned FID counter -22, IMP-1 inh -1.5, HCV NS3 hel inh 10, p-CIP stab down 4, VIM-2 inh -2.8, UBC9 SUMO inh 8, PHOSPHO1 inh 43, IDE act 0 and MEKK3 PB1 HTS 98.
For Clc1ccc(-c2cc(COc3ccccc3)no2)cc1Cl the results were FID counter -5, IMP-1 inh -1.4, HCV NS3 hel inh -2, p-CIP stab down -13, VIM-2 inh -2.0, UBC9 SUMO inh -7, PHOSPHO1 inh 41 and IDE act -4.
`COc1cccc(-c2nc(CS(=O)(=O)CC(=O)NCc3ccc(Cl)cc3)c(C)o2)c1` gave FID counter -2, IMP-1 inh -2.2, HCV NS3 hel inh 0, p-CIP stab down -13, VIM-2 inh -0.9, UBC9 SUMO inh 10, PHOSPHO1 inh -9, IDE act -3 and MEKK3 PB1 HTS 106.
For Cc1ccc(C2=NNC(=Nc3ccc(F)cc3)SC2)cc1 the results were FID counter 7, IMP-1 inh -1.0, HCV NS3 hel inh 9, p-CIP stab down -2, VIM-2 inh 0.4, UBC9 SUMO inh -17, PHOSPHO1 inh 52, IDE act -1 and MEKK3 PB1 HTS 94.
Screening COc1ccc(-c2cc3ccccc3n2CC(O)CN2CCN(CCO)CC2)cc1 (stereo not given) returned FID counter 18, IMP-1 inh -2.7, HCV NS3 hel inh -24, p-CIP stab down -13, VIM-2 inh -1.9, UBC9 SUMO inh 3, PHOSPHO1 inh 11, IDE act 3 and MEKK3 PB1 HTS 103.
Cc1cc(=O)c2ccccc2n1CC(=O)NCc1ccccc1 was read as FID counter -4, IMP-1 inh -5.5, HCV NS3 hel inh 0, p-CIP stab down -5, VIM-2 inh -1.2, UBC9 SUMO inh -9, PHOSPHO1 inh -9, IDE act 1 and MEKK3 PB1 HTS 100.
COc1ccc(OCC(=O)Sc2ccc(C)cc2)cc1 was read as FID counter -2, IMP-1 inh -3.6, HCV NS3 hel inh -2, p-CIP stab down 0, VIM-2 inh -0.9, UBC9 SUMO inh -6, PHOSPHO1 inh -4, IDE act -1 and MEKK3 PB1 HTS 104.
Screening O=C(CN1C(=O)CCC1=O)Nc1cccc(NC(=O)CN2C(=O)CCC2=O)c1 returned FID counter -7, IMP-1 inh -1.8, HCV NS3 hel inh 8, p-CIP stab down 7, VIM-2 inh -1.6, UBC9 SUMO inh -1, PHOSPHO1 inh -23, IDE act -1 and MEKK3 PB1 HTS 102.
`S=C(NC1CCCCC1)N(CCc1ccccc1)CCc1ccccc1` gave FID counter -1, IMP-1 inh -3.1, HCV NS3 hel inh 1, p-CIP stab down -13, VIM-2 inh -0.7, UBC9 SUMO inh -14, PHOSPHO1 inh 6, IDE act -1 and MEKK3 PB1 HTS 107.

Only part of the results is shown; count on the stated rates, not on these rows.
